High-throughput results (PubChem BioAssay)
Tat export inh – E. coli Tat export inhibitors, primary screen, MC4100, TorA-mCherry reporter, fluorescence, single point | inhibition, % at 10 µM | AID 488895, 2010 | 0.036% of 340,000 active;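 active = mean replicate inhibition at least 50% and at least half of replicates individually reaching 50%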;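 note: exported cargo escapes ClpAP degradation while cytoplasmic cargo is degraded and loses fluorescence; 0% = median of neutral control wells and 100% = median of NaSCN control wells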
CAL PDZ FP-1 – untagged CAL PDZ binding inhibitors, primary screen, biochemical, fluorescence polarization, HTS; purified CAL PDZ, TMR-peptide fluorescence polarization, 1 h; inhibition, % at 24.9 µM; 0.92% of 300,000 active; AID 602252, 2012;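 active = mean inhibition of at least 30% with at least half of replicates also reaching 30%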;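 note: 0% = DMSO neutral control and 100% = excess unlabeled competitor peptide PRC23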
MITF TRPM1 HTS – activators of MITF-driven TRPM1 promoter reporter, primary screen, cell-based, SK-MEL-5, luciferase, single point. SK-MEL-5 TRPM1-promoter luciferase, 24 h; % of positive control, neutral wells = 0. AID 588334, 2011. 0.75% of 300,000 active. activation, % at 12.5 µM;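 active = mean activation of at least 80% with every replicate also reaching 80%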;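 note: 0% = neutral control wells and 100% = parthenolide positive control wells; values of inactives mirror those of a sister screen read the other way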
CAL PDZ FP-2 – CAL PDZ peptide-binding inhibitors, primary screen, biochemical, fluorescence polarization, Cer-tagged CAL PDZ, HTS. Golgi-associated PDZ and coiled-coil motif-containing protein (Homo sapiens), Q9HD26. purified CAL PDZ, TMR-peptide fluorescence polarization, 1 h. inhibition, % at 20 µM. 0.02% of 330,000 active. AID 504414, 2011;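 active = highest replicate inhibition of at least 40%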;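 note: plate controls were DMSO neutral control wells for no effect and unlabeled competitor peptide control wells for full effect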
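Material: tagged CAL PDZ protein CerCALP, purified; buffer or medium: sodium phosphate/NaCl buffer pH 7.4 with TCEP, IgG, Thesit; also added: fluorescent TMR peptide probe; schedule: 1 h incubation at room temperature before polarization reading; technique: fluorescence polarization from S- and P-plane intensities, G-factor corrected; control set: unlabelled peptide and DMSO controls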
phage Ecoli inh – growth loss of phage-infected E. coli, primary screen, RecBCD inhibitor project, absorbance, with phage, HTS | inhibition, % at 11.9 µM | 0.26% of 360,000 active; in the data active = inhibition above about 11%
Wnt bcat act – Wnt/beta-catenin pathway activators, primary screen, cell-based, plate reader, single point; Wnt/beta-catenin reporter cell assay, activator; activation, % at 9.35 µM; 1.2% of 300,000 active; AID 743398, 2014; in the data active = activation above about 30%, passing the limit was not always enough;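 note: 0% = neutral control wells and 100% = positive control wells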
SR-BI DiI inh – inhibitors of SR-BI mediated HDL lipid uptake, primary screen, ldlA[mSR-BI] cells, fluorescence, single point. AID 488896, 2010. 0.96% of 320,000 active. Scavenger receptor class B member 1 (Mus musculus), Q61009. inhibition, % at 12.5 µM. ldlA[mSR-BI] CHO cells, DiI-HDL uptake fluorescence, 3 h;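 active = mean replicate inhibition of at least 70% and a set share of replicates each scoring 70 or more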;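 note: 0% = median of neutral control wells and 100% = median of positive control wells; values of inactives mirror those of a sister screen read the other way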
Target sequence (Q61009 whole entry, looked up): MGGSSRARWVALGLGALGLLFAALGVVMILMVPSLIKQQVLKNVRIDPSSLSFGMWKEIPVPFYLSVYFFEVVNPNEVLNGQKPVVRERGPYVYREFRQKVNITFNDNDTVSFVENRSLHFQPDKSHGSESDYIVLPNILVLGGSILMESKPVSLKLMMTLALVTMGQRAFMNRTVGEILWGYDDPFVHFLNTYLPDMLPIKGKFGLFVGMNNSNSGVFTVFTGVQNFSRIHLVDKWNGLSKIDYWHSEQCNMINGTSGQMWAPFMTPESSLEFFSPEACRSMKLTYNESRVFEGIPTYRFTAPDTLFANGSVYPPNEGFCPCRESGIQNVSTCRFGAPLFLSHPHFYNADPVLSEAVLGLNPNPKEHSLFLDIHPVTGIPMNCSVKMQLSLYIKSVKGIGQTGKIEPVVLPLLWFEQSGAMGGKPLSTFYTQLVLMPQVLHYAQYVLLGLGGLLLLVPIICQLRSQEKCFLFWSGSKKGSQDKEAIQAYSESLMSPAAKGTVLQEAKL
SR-BI DiI-HDL act – activators of SR-BI mediated DiI-HDL uptake, primary screen, ldlA[mSR-BI] CHO cells, DiI fluorescence. 3 h; 100 = double the neutral-control signal. activation, % at 12.5 µM. 0.096% of 320,000 active;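 active = mean replicate activation of at least 60% and every replicate at or above 60%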;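 note: 0% = median plate neutral-control signal and 100% = twice that signal; values of inactives mirror those of a sister screen read the other way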
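Test system: SR-BI-overexpressing, LDLR-lacking CHO cells; Medium: Ham's F12 with 0.5% BSA, HEPES 25 mM, pH 7.4; Schedule: 3 h, 37 °C; Technique: bottom-read fluorescence, 550/595 nm.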
Ecoli viability – E. coli V3065 growth inhibition, primary screen, counter-screen for AddAB inhibitor project, absorbance, OD600; 18 h; inhibition, % at 11.9 µM; 0.27% of 330,000 active; AID 449728, 2010;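 active = inhibition above the campaign's mean inhibition across all tested compounds plus 3 SD, cut at about 9.9% in these data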;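 note: uninfected addAB+ strain grown without phage in ampicillin broth; 0% = DMSO wells and 100% = ciprofloxacin 0.95 µg/ml wells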
AddAB inh – growth inhibition of E. coli expressing H. pylori AddAB, primary screen, AddAB inhibitor project, absorbance | inhibition, % at 11.9 µM | 0.29% of 330,000 active; in the data active = inhibition above about 12%;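 note: 0% = vehicle wells of infected cells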
Active calls of the source: *; nt = not tested or not shown.

structure	Tat export inh	CAL PDZ FP-1	MITF TRPM1 HTS	CAL PDZ FP-2	phage Ecoli inh	Wnt bcat act	SR-BI DiI inh	SR-BI DiI-HDL act	Ecoli viability	AddAB inh
CC1=C(C(=O)OC(C)C)C(c2cccnc2)C2=C(CCCC2=O)N1 (stereo not drawn)	4	4	1	-0.4	-2.6	-1	-14	14	1.4	-0.4
CC1Cc2ccccc2N1C(=O)COC(=O)Cn1cnc2ccccc2c1=O (stereo not drawn)	22	-2	nt	nt	3.1	-1	17	-17	-0.9	-2.9
C=CCN1C(=O)/C(=C\c2ccc(Cl)cc2)N=C1SCC(=O)NC1CCCCC1	-4	-2	-6	0.1	nt	nt	-15	15	0.0	2.5
CCOC(=O)N1CCN(c2ccc(C(C)=O)cc2F)CC1	-3	0	-7	0.3	-1.0	-6	-14	14	-1.5	1.4
CCNc1oc(/C=C/c2ccc(OCC)cc2)nc1C#N	-3	8	29	1.8	2.0	1	48	-48	1.1	3.3
CCOC(=O)N1CCN(c2nc(-c3ccco3)cc(C(F)(F)F)n2)CC1	-10	2	nt	nt	2.2	-3	37	-37	0.0	2.6
Cc1cccc(-n2nnnc2SCC(=O)N(CC(C)C)c2c(N)n(CC(C)C)c(=O)[nH]c2=O)c1	0	2	-5	-1.5	2.0	0	24	-24	0.5	0.7
Cc1cccc(N2CCN(C(=S)c3ccc4c(c3)OCO4)CC2)c1	-1	nt	-2	0.1	3.7	-3	-16	16	nt	nt
CCCN(CC(=O)Nc1ccccc1OC)C(=O)Cn1[nH]c(=O)c2ccccc2c1=O	2	nt	-7	0.0	-0.1	-4	-7	7	-1.4	0.9
CCOc1ccc(C(=O)COC(=O)c2cccc(-n3cnnn3)c2)cc1	-4	nt	39	-1.4	2.9	15	-11	11	0.2	-0.6
COc1cccc(CNC(=O)CSc2ccc(-c3cccs3)nn2)c1	21	0	5	-2.1	1.9	-2	12	-12	0.7	3.8
Cc1cc(C)cc(-n2ncc3c2CCCC3NC(=O)C2CCC2)c1 (stereo not drawn)	-3	53*	7	-0.7	0.4	-1	16	-16	-0.5	1.8
CNC(=S)N(CCc1c(C)[nH]c2ccc(OC)cc12)Cc1ccco1	13	1	-11	-1.7	2.6	7	41	-41	-0.5	-0.4
Nc1nc(-c2ccc(Oc3ccccc3)cc2)c(CC(=O)O)s1	-3	-2	5	-0.9	2.5	0	42	-42	nt	nt
CCNS(=O)(=O)c1ccc(NC(=O)Cn2cc([N+](=O)[O-])cn2)cc1	-5	-3	1	nt	2.8	0	-10	10	2.2	2.1
CCOC(=O)N1CCN(CC(O)COc2cc(C)ccc2C(C)C)CC1 (stereo not drawn)	6	-3	4	-0.7	1.6	-1	30	-30	-1.5	1.4
Cc1ccc(C2(c3ccc(C)cc3)NC(=O)N(Cc3c(C)noc3C)C2=O)cc1	11	-5	6	-0.7	3.2	nt	-10	10	-2.2	2.9
CCOC(=O)C1CCCN(S(=O)(=O)c2ccc(F)c(C(=O)Nc3ccc(F)c(F)c3)c2)C1 (stereo not drawn)	1	-1	-9	-2.5	1.4	27	21	-21	2.0	2.1
COc1ccc(CC(=O)Nc2nc3n(n2)C(c2ccccc2)CC(=O)N3)cc1OC (stereo not drawn)	-4	-7	0	nt	nt	nt	-15	15	-0.2	4.0
Cc1ccc(NC2=Nc3ccccc3N3C2=Nc2c(c(C)nn2-c2ccccc2)C3c2ccc(O)c(O)c2)cc1 (stereo not drawn)	-4	-3	-11	-0.4	0.8	nt	119*	-119	nt	nt
C=CCC1CCCC(=O)N2CCCC12 (stereo not drawn)	0	1	-5	0.7	0.2	13	-18	18	2.1	0.9
COc1ccc2ccccc2c1/C=N/NC(=O)c1cc(C)[nH]n1	4	-2	11	-5.8	-0.4	0	38	-38	0.3	0.0
COc1ccc(S(=O)(=O)NCC2CCCN(Cc3ccccc3C)C2)cc1 (stereo not drawn)	-2	1	8	-2.4	4.0	2	-10	10	-1.4	5.4
CCN(CC(=O)NC(C)C)C(=O)Cc1ccc(C)c(C)c1	1	-11	4	-9.3	0.1	-2	-8	8	-0.3	0.4
CCOC(=O)CNC(=O)c1c2c(nc3ccccc13)CCCC2	0	2	4	-3.1	3.3	0	1	-1	2.5	0.9
COc1ccc(OC)c(NC(=O)C(C)N2c3cccc4cccc(c34)S2(=O)=O)c1 (stereo not drawn)	-3	73*	-7	0.3	1.4	-1	6	-6	1.3	4.8
CN(Cc1ccccc1)C(=O)c1cccc(NC(=O)Cc2ccc(NC(=O)C3CCCN(C(=O)C4CCC4)C3)cc2)c1 (stereo not drawn)	-12	4	4	-2.4	1.2	3	31	-31	nt	nt
O=C(O)C(c1ccccc1)C1(O)CC2CCC1C2 (stereo not drawn)	6	-6	0	-1.1	3.5	-2	-2	2	nt	nt
O=C(COc1ccccc1)N/N=C/c1ccc([N+](=O)[O-])o1	-1	0	-64	-1.3	12*	nt	-6	6	9.8*	10
COC(=O)c1ccccc1NC(=O)Cn1nnc(-c2ccc(OC)cc2)n1	-12	1	-8	-0.8	1.5	nt	-20	20	3.8	3.7
COc1ccc(CCn2c(=O)c3cccnc3n(Cc3ccc([N+](=O)[O-])cc3)c2=O)cc1OC	0	-1	0	-2.1	2.6	0	14	-14	nt	nt
O=C1[C@H](c2ccccc2)[C@@H](c2ccccc2)N1c1ccncc1	-4	9	14	4.6	-1.4	-4	-6	6	1.2	1.4
O=C1NC(=O)C(Cc2ccc(Cl)cc2)(c2ccccc2)N1 (stereo not drawn)	1	-2	-14	-0.2	-0.5	-6	-1	1	nt	nt
O=C(Nc1ccc(F)cc1)c1cccc(N2C(=O)C3C4C=CC(C4)C3C2=O)c1 (stereo not drawn)	0	0	11	-1.6	3.7	-1	-9	nt	-1.3	3.7
CCN1C(=O)C2(SC(NC(C)=O)=NN2C(C)=O)c2cc(C)cc(C)c21 (stereo not drawn)	2	2	-7	-2.4	4.8	0	-32	32	-3.2	-0.5
CCN(CC)CCCNC(=S)N(Cc1cccs1)Cc1cc2cc3c(cc2[nH]c1=O)OCCO3	-8	-6	-16	-0.4	1.4	1	10	-10	-2.0	0.7
Cc1ccccc1C(=O)NNC(=O)Cc1cccc2ccccc12	4	-1	-8	-0.3	1.3	-2	-8	8	-2.8	1.1
O=S(=O)(Nc1ccc2c(c1)OCCO2)c1cccc2cccnc12	4	nt	3	0.6	2.7	nt	-17	17	0.1	-0.3
O=C(NCCCO)C(=O)NCc1ccccn1	0	-2	5	-0.9	3.4	6	-23	23	-0.2	1.7
COc1ccc(C(CNC(=O)c2ccc(S(=O)(=O)Nc3cccc(C)c3C)cc2)N2CCOCC2)cc1 (stereo not drawn)	-3	0	2	-1.3	0.8	10	6	-6	nt	nt
Cc1nc(NCCc2ccc(F)cc2)c(C#N)c(C)c1[N+](=O)[O-]	2	-6	-17	0.1	2.5	nt	43	-43	2.4	3.2
COc1ccc(CCC(=O)Nc2ccc3c(c2)OCO3)cc1	-1	0	8	0.1	2.8	0	-3	3	-0.4	3.3
COc1ccc(C2C(C(=O)OC3CCCCC3)=C(C)Nc3nnnn32)c(OC)c1OC (stereo not drawn)	-6	-2	4	-0.4	2.2	0	15	-15	0.3	0.7
CS(=O)(=O)N(CC(=O)N1CCN(c2cccc(Cl)c2)CC1)C1CCCCC1	5	-3	14	-1.8	-0.2	nt	10	-10	-0.8	0.4
COC(=O)c1nc(NC2=NCCCCC2)n[nH]1	-15	-1	nt	-0.1	2.5	2	-15	15	0.1	3.5
Cc1ccc(NC(=S)N2CCC(NC(=O)c3ccccc3)CC2)cc1	-6	0	3	-2.3	-1.8	1	11	-11	2.3	0.9
CCCc1cc(N2CCC(C(N)=O)CC2)nc(-c2ccccc2)n1	-13	-5	-2	-0.5	4.0	-9	12	-12	-0.7	-2.2
O=S(=O)(c1ccccc1)n1c(C(O)c2ccccn2)cc2ccccc21 (stereo not drawn)	1	-5	-13	-1.0	2.5	nt	12	-12	-0.7	1.7
O=C(CSc1nnc(NC2CCCCC2)s1)N1CCOCC1	8	0	30	-1.2	-0.6	13	-1	nt	0.5	0.3
COc1cccc(NC(=O)Cn2c(=O)oc3cc(S(=O)(=O)N4CCCC4)ccc32)c1	7	-4	1	1.7	2.4	37*	-2	2	0.9	0.8

Retrieved by compound from the entries so far, two records:
structure	Tat export inh	CAL PDZ FP-1	MITF TRPM1 HTS	CAL PDZ FP-2	phage Ecoli inh	Wnt bcat act	SR-BI DiI inh	SR-BI DiI-HDL act	Ecoli viability	AddAB inh
Cc1cccc(-n2nnnc2SCC(=O)N(CC(C)C)c2c(N)n(CC(C)C)c(=O)[nH]c2=O)c1	0	2	-5	-1.5	2.0	0	24	-24	0.5	0.7
COC(=O)c1nc(NC2=NCCCCC2)n[nH]1	-15	-1	nt	-0.1	2.5	2	-15	15	0.1	3.5
